# Screens from PubChem BioAssay.
# PMI inhibition: MPI inhibition at elevated mannose 6-phosphate – biochemical, fluorescence intensity, high mannose 6-phosphate, primary screen (AID 1220); hit rate 0.66% among 190,000; recombinant PMI enzyme, coupled fluorescence intensity; higher % means a stronger effect; one-dose inhibition, % at 20 µM; IC50 in µM for titrated hits
# human PMI inhibition: MPI enzyme activity inhibition – biochemical, fluorescence intensity, coupled assay, primary screen (AID 1209); inhibition, % at 20 µM, or IC50 in µM where a hit was titrated; hit rate 0.42% among 190,000; purified PMI enzyme, coupled fluorescence intensity; higher % means a stronger effect;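 note: plate controls were DMSO vehicle for no effect and wells lacking substrate for full effect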
# Salmonella PhoP GFP: PhoP-dependent GFP reporter repression – Salmonella Typhimurium, primary screen (AID 1863); hit rate 0.16% among 300,000; one-dose inhibition, % at 50 µM; IC50 in µM for titrated hits; S. Typhimurium PhoP-regulated promoter GFP reporter, 4 h; higher % means a stronger effect;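 active = inhibition over 29.93%, a cutoff 3 SD above the screen mean, later confirmed by dose response; inconclusive = inhibition over 29.93% but no dose response follow-up; inactive = inhibition at most 29.93% or unconfirmed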;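 note: 0% = low Mg2+ inducing control and 100% = high Mg2+ repressing control; strong numbers were not always called active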
# Siah-1 displacement: Siah-1 peptide-binding antagonists, primary screen, biochemical, fluorescence polarization, rhodamine-plectin, uHTS (AID 1817); displacement, % at 20 µM; hits with a dose series show IC50 in µM; Siah-1 / rhodamine-plectin peptide fluorescence polarization; higher % means a stronger effect; hit rate 0.02% among 290,000;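 active = displacement of at least 50% at 20 µM, with a fluorescence ratio check between 0.3 and a set limit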;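 note: plate controls were Siah plus tracer with DMSO for no effect and tracer alone without Siah for full effect; strong numbers were not always called active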
# XIAP antagonists: small molecules displacing peptide from XIAP – biochemical, IAP family, fluorescence polarization (AID 1018); displacement, % at 20 µM; hits with a dose series show IC50 in µM; XIAP BIR domain, fluorescence polarization peptide displacement; higher % means a stronger effect; hit rate 0.007% among 200,000; in the data active = displacement above about 50%; note: a part of the inactive calls stands beside numbers as strong as those of hits
# RSV CPE inhibition: inhibition of RSV-induced cytopathic effect – HEp-2 cells, primary 10 µM value included (AID 2391) | HEp-2 cells, RSV-induced CPE inhibition; higher % means a stronger effect | one-dose CPE inhibition, % at 10 µM; IC50 in µM for titrated hits | hit rate 0.13% among 310,000; in the data active = a potency from the dose series; inconclusive = CPE inhibition mostly from about 23% at the one dose, without a potency; inactive = the rest, 99 in 100 with CPE inhibition below about 21%; note: strong numbers were not always called active
# WT yeast gro inh: growth inhibition of WT yeast, mitochondrial fusion screen. mitochondrial fusion phenotypic screen, WT strain. inhibition, % at 10 µM. hit rate 2.1% among 190,000. AID 1362; in the data active = inhibition above about 58%; tested in S. cerevisiae
# TNAP activators: human TNAP enzyme activators, primary screen, biochemical, luminescent, no phosphate acceptor, uHTS (AID 1001). purified TNAP, luminescent activation assay, no phosphate acceptor; higher activation fold means a stronger effect. activation fold at 20 µM; hits with a dose series show EC50 in µM. hit rate 0.03% among 200,000; in the data active = activation fold from about 3, or a potency from the dose series; inactive = the rest, 99 in 100 with activation fold below about 1.6; note: many of its hits are not listed in these tables
# Myeloid diff MLP: promotes myeloid progenitor differentiation | hit rate 1% among 360,000 | AID 624256 | ER-HoxA9 myeloid progenitors, lysozyme-GFP differentiation, flow cytometry | calls only at 10 µM;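 active = normalized GFP-positive differentiation at or above the plate's own cutoff, the solvent-only control mean plus 3 SD; inconclusive = no clear call, values can overlap the other calls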;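 note: cells exposed to compound for four days before flow analysis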
# WT yeast gro inh mutant strain: second read-out of WT yeast gro inh, no call of its own (marks repeat the call); inhibition, %; mitochondrial fusion phenotypic screen, mutant strain inhibition
# Myeloid diff MLP GFP+ MAC1+ %: second read-out of Myeloid diff MLP, no call of its own (marks repeat the call); GFP+ MAC1+ double positive, %; measured here: differentiation confirmed by MAC1 staining
# Starred values were filed as active, the others as inactive; i = inactive; ? = inconclusive; . = no result given; + = active, no number. Cut-off read from the data, not from the text of the source, unless noted: active = inhibition above about 50%; inactive = the rest.
SMILES,PMI inhibition,human PMI inhibition,Salmonella PhoP GFP,Siah-1 displacement,XIAP antagonists,RSV CPE inhibition,WT yeast gro inh,WT yeast gro inh mutant strain,TNAP activators,Myeloid diff MLP,Myeloid diff MLP GFP+ MAC1+ %
CCCN1CCN(C(=O)Cn2cnc3sc(C)c(S(=O)(=O)N4CCC(C)CC4)c3c2=O)CC1,.,.,-1%,-7%,.,1.5%,.,.,.,i,3.8
Cc1ccc2oc(=O)cc(/C=C/c3ccccc3)c2c1,19%,16%,-2%,11%,-4.1%,-0.2%,10,12,1.1,i,0.7
O=C(CCS(=O)(=O)c1ccc(Cl)cc1)N1CCN(S(=O)(=O)c2cccs2)CC1,-12%,-8%,-2%,8%,-61%,-1.1%,4,-2,1.1,i,4.2
C=CCOc1ccc(/C=C\c2nc(O)c([N+](=O)[O-])c(=O)[nH]2)cc1OCC,.,.,-5%,12%,.,0.3%,.,.,.,i,0.4
COc1ccc(NC(=O)CCc2nnc3ccc(N4CCC(C)CC4)nn23)cc1,.,.,5%,-2%,.,0.8%,.,.,.,?,.
O=C(NCCCc1ccncc1)C1CCC(=O)N(Cc2cccc(F)c2)C1 (stereo unspecified),.,.,7%,3%,.,1.2%,.,.,.,i,0.4
C=C(C)Cn1c(SCC(=O)N/N=C/c2cccc(O)c2)nc2ccccc2c1=O,5%,15%,7%,0%,-2.5%,4.0%,-13,-5,1.1,i,0.5
NC(=O)CSc1cn(Cc2ccc(F)cc2)c2ccccc12,13%,4%,4%,4%,-2.9%,0.8%,-8,-16,1.1,i,3.5
CS(=O)(=O)N(CC(=O)NC1CC2CCC1C2)c1ccc(Oc2ccccc2)cc1 (stereo unspecified),.,.,-10%,-3%,-4.5%,-1.6%,-4,-13,1.1,i,0.5
Cc1cnc(C)c(N2CCN(C(=O)C3CCC(=O)N(CCc4cccc(F)c4)C3)CC2)n1 (stereo unspecified),.,.,5%,3%,.,0.4%,.,.,.,i,0.3
O=C(O)CCC(=O)c1ccc2c(c1)CCCC2,-7%,-6%,-2%,9%,0.6%,3.2%,-2,8,1.1,i,1.1
FC(F)(F)c1ccc(C2NCCc3sccc32)cc1 (stereo unspecified),0%,-3%,10%,2%,-8.4%,-1.4%,-11,8,1.1,i,0.2
CCSc1nc2c(sc3ccccc32)c(=O)n1C(C)C,-9%,0%,1%,-1%,-3.6%,3.6%,58,27,1.1,i,0.6
N#Cc1c(SCC(=O)Nc2nncs2)sc2c(O)cc(=O)[nH]c12,.,.,4%,13%,.,2.1%,.,.,.,i,2.2
C=CCOC(=O)C1=C(C)NC(=O)NC1/C=C/c1ccccc1OC (stereo unspecified),-1%,0%,-2%,11%,-1.9%,4.8%,-4,-7,1.1,i,0.7
COc1cccc(-n2nc(C(=O)Nc3ccc4c(c3)OCO4)c3ccccc3c2=O)c1,2%,4%,-5%,0%,-14%,2.6%,9,12,1,i,0.9
S=c1[nH]nc(CSc2nc3ccccc3s2)n1C1CCCCC1,-2%,10%,9%,1%,-6.0%,9.2%,17,34,0.9,i,0.2
COc1cc2nc(N(C)C)nc(N)c2cc1OC,6%,3%,-22%,-2%,-3.5%,-1.5%,-7,-12,1.1,i,1.1
CC1=NN(/C(=N\c2nnc(C)s2)Nc2ccc(C(C)(C)C)cc2)[C@H](c2ccc(C)cc2)S1,11%,7%,2%,-1%,-5.5%,22%,80*,31*,1.1,i,0.5
COc1ccc(OC)c(NC(=O)CCCc2ccccc2)c1,.,.,0%,2%,.,0.9%,.,.,.,i,0.3
O=C(NC(=S)Nc1ccc(Br)cc1)C1CCC1,.,.,1%,-2%,.,0.9%,.,.,.,?,.
COC(=O)/C=C(\C)N=Nc1c(O)[nH]c2ccccc12,.,.,9%,-7%,.,-3.8%,.,.,.,i,0.5
CN1CCN(C(=O)C2=C[C@H](c3coc4ccccc4c3=O)C[C@H](OCCCCO)O2)CC1,17%,13%,-3%,4%,-2.2%,-2.0%,3,1,1.1,i,2.3
C=CCn1c(O)c(CN2CCOCC2)c(C)c(C#N)c1=O,57%*,18%,.,3%,-0.7%,-0.1%,.,.,1.2,.,.
Cc1ccc(NC(=S)N(CCCN2CCN(C)CC2)Cc2cccs2)cc1C,0%,-2%,-9%,6%,-1.9%,-1.1%,6,8,1.1,i,0.4
O=C(OCn1nnc2ccccc2c1=O)c1ccc2c(=O)n3c(nc2c1)CCC3,-7%,0%,-9%,0%,-2.0%,0.1%,-12,7,1.1,i,4.7
O=C(NCC1CCCO1)[C@@H]1CSC2c3ccccc3C(=O)N21 (stereo partly specified),-8%,-6%,4%,-4%,-3.4%,2.1%,12,18,1.1,i,0.8
Cc1ccc(N2C(=O)CSC2c2ccccn2)cc1Cl (stereo unspecified),-16%,-9%,-2%,-2%,-3.8%,0.0%,1,4,0.9,i,0.9
COc1cc(CCC(=O)OCC(=O)NC(=O)c2ccc(Cl)cc2)cc(OC)c1OC,-19%,-25%,-3%,-4%,-9.4%,0.2%,-10,-4,1.1,i,0.3
Cc1ccc(/C=N/NC(=O)c2cccc(S(=O)(=O)Nc3ccccc3Cl)c2)s1,7%,18%,26%,2%,-2.4%,?,15,10,1.1,i,1.6
CCCCN1C(=O)/C(=C/C=C2\Oc3ccccc3N2CC)SC1=S,20%,5%,.,33%,13%,.,10,-2,0.7,+,70*
Cc1c(C)n(CCN(C)C)c2ncnc(NCc3ccccc3)c12,.,.,21%,1%,.,-0.7%,.,.,.,i,0.3
Cn1c(=O)c2c(nc(CN3CCOCC3)n2CCN2CCOCC2)n(C)c1=O,-4%,2%,2%,0%,-7.9%,0.3%,5,-19,1.1,i,11
O=S(=O)(Cc1ccccc1)Nc1ccc(Br)cn1,-1%,5%,3%,17%,1.3%,-1.0%,-3,-4,1.1,i,0.6
COc1ccc(/C=N/NC(=O)CN(C2=NS(=O)(=O)c3ccccc32)c2ccccc2)cc1OC,10%,6%,17%,18%,-7.2%,2.0%,-1,-13,1.2,i,0.6
CN(C)CCCN(C(=O)c1ccco1)c1nc(-c2ccc(Cl)cc2)cs1,.,.,-7%,-2%,.,19%,.,.,.,i,0.7
COCCNC(=O)c1ccccc1NC(=O)c1ccccc1N(C)S(=O)(=O)c1ccc(C)cc1,-2%,7%,-4%,3%,-6.9%,0.8%,11,0,1.1,i,1.1
COc1ccc(-c2nsc(SCC(=O)Nc3ccc4c(c3)OCO4)n2)cc1,-9%,-1%,-18%,4%,-11%,2.4%,-10,-22,1,i,0.6
Cc1cc(-c2nnc(SCC(=O)c3ccc4c(c3)OCCO4)o2)no1,16%,3%,-5%,-2%,-4.0%,0.7%,-8,5,1.2,i,0.3
C=CCNC(=O)COc1ccc(Oc2ccccc2)cc1,1%,-8%,-7%,-11%,-6.1%,9.3%,16,11,1.2,i,0.3
CN(C(=O)c1ccccc1C(=O)OCC(=O)NC(=O)NC(C)(C)C)C1CCCCC1,14%,13%,0%,-2%,-11%,-0.6%,-7,1,1.1,i,2.3
Cc1nnsc1C(=O)Nc1ccc(S(=O)(=O)N2CCCCC2C)cc1 (stereo unspecified),.,.,-7%,4%,.,12%,.,.,.,i,0.2
O=C(CN(C(=O)c1csnn1)c1cccc(Cl)c1)NCCc1ccccc1,.,.,-2%,1%,.,-0.2%,.,.,.,i,0.9
O=C(O)C1CCCCC1C(=O)Nc1ccc2c(c1)CCC2 (stereo unspecified),5%,8%,-7%,2%,-2.4%,1.1%,0,0,1.1,i,0.7
O=C(NNC(=O)C1C2CCC(C2)C1C(=O)O)c1ccc(Cl)cc1 (stereo unspecified),-8%,-6%,4%,10%,-5.8%,1.3%,-6,-3,1,i,0.1
CCN(CC(O)COCc1ccc(Cl)cc1)C1CCCCC1 (stereo unspecified),-10%,-21%,1%,-1%,-3.3%,-1.6%,-4,-9,1.1,i,0.3
Cc1ccc(C2CCN(C(=S)Nc3cccc(Cl)c3)C2)cc1 (stereo unspecified),13%,21%,-10%,0%,-8.8%,3.1%,74*,55*,1.2,i,0.3
COc1ccc(OCCOc2ccc(C)nc2[N+](=O)[O-])cc1,3%,6%,11%,5%,-0.7%,0.3%,0,5,1,i,0.4
CCCN(CCC)S(=O)(=O)c1ccc(C(=O)Nc2ccc(OCC(=O)N3CCOCC3)cc2)cc1,2%,6%,-12%,-5%,-6.3%,13%,-4,13,1,i,1.8
C=CCn1c(=S)[nH]c2ccccc2c1=O,4%,2%,-11%,5%,-5.1%,3.2%,-2,-6,1.1,i,1.2
CCc1ccc(N=C2NC(=O)/C(=C/c3cc(OC)c(O)c(OC)c3)S2)cc1,.,.,-7%,-7%,.,?,.,.,.,i,1.8
Cc1c(Cl)cccc1NC(=S)N1CCN(c2ccccn2)CC1,3%,10%,-3%,3%,-1.2%,0.3%,-15,1,1.1,i,0.2
N/C(Cc1ccc(Cl)c(Cl)c1)=N\OC(=O)c1cccs1,12%,11%,-5%,-4%,-0.6%,0.1%,-13,2,1.1,i,1.3
CC1CCN(c2cc(=O)n(C3CCCCC3)c(=O)[nH]2)CC1,6%,6%,7%,5%,-0.7%,-0.7%,7,-12,1.2,i,3.0
Cc1cc(-c2ccc(C(C)C)c(S(=O)(=O)N3CCN(c4ccccc4)CC3)c2)on1,.,.,-6%,0%,.,-0.8%,.,.,.,?,.
O=C(Nc1ccccc1C(F)(F)F)c1cc(S(=O)(=O)N2CCOCC2)ccc1F,8%,13%,0%,-2%,0.7%,0.9%,-17,-9,1.1,i,4.6
Cc1cc(=O)n(C(NC(=O)c2ccccc2)C(=O)c2ccccc2)cn1 (stereo unspecified),0%,2%,0%,1%,-1.6%,-0.2%,-1,3,1,i,9.0
